Assay outcomes: PubChem BioAssay, National Center for Advancing Translational Sciences (NCATS)
ELG1 genotox: genotoxicity induction in ELG1-luciferase HEK293T cells; actives 1.3% (n = 330,000); AID 504466; HEK293T ELG1-luciferase reporter, luminescence, 16 h; Potency, µM (titrated, usually from 46 µM), for inactives: at the highest dose activity change, positive = activation, most hits filed as activators; further: % of control where 0% means no effect; nearly all actives have a fitted effect of over 60% in size
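ELG1-luciferase HEK293T cells, 2,000/well; compound pinned in; 16 hr, 37 °C, 5% CO2; ONE-Glo, 30 min RT; luminescence on CCD imager.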
MBNL1-CUG inh: inhibitors of human MBNL1 binding to CUG repeat RNA | actives 0.036% (n = 280,000) | Potency, µM (series often up to 57.5 µM), for the others: top-dose activity change, negative = inhibition, usual class: inhibitors | TR-FRET MBNL1-His/biotin-(CUG)12 binding, 665/545 ratio | Q9NR56; active means well fitted inhibition curve with a large enough effect in the signal ratio, with a control signal flat, not every such curve was filed as active; inconclusive means small, poorly fitted or top-dose-only effect, or effect the other way, or a change in a side signal; inactive means no such curve, though single readings can be large or run the other way; the % refers to the signal ratio; further: on the % scale 0 is the no-effect control and ±100 the full control effect
Target sequence (Q9NR56 whole entry, looked up): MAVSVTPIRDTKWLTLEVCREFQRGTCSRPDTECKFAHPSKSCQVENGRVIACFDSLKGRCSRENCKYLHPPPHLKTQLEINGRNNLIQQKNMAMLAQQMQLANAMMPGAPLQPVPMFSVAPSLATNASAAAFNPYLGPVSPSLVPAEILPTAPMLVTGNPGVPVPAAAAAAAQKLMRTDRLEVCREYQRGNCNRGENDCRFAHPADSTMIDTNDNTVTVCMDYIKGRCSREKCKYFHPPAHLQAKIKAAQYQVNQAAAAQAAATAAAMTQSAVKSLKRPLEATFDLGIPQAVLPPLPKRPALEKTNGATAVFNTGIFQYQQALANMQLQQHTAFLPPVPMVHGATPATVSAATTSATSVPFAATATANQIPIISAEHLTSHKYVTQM
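TR-FRET readout: Ex 340 nm, 665/545 nm emission ratio, normalized to buffer-only (basal) and MBNL1-(CUG)12 controls. Complex of MBNL1-His with Biotin-(CUG)12, compounds 92 nM–58 uM, incubated 60 min at room temperature.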
CXXC DNA block: blocks binding of human MLL CXXC domain to DNA; actives 0.037% (n = 290,000); Potency, µM (doses to about 115 µM), inactives show top-dose activity change, negative = inhibition, usual class: inhibitors; MLL-CXXC / FITC-HOXA9 DNA fluorescence polarization; AID 2662; active means well fitted inhibition curve with a large enough effect in the polarisation, with a control signal flat, not every such curve was filed as active; inconclusive means small, poorly fitted or top-dose-only effect, or effect the other way, or a change in a side signal; inactive means no such curve, though single readings can be large or run the other way; the % refers to the polarisation
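Fluorescence polarization: 7 uM MLL-CXXC (stock) preincubated 5 min with compounds, then 50 nM fluorescein-HOX-A9 DNA (stock) added; 30 min ambient. Buffer 50 mM Tris-HCl pH 7.5, 50 mM NaCl, 1 mM DTT, 0.05% BSA.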
p53 reactivator: mutant p53 re-activation in reporter cells. H1299 p53-A138V BP100-luciferase reporter, luminescence, 24 h. Potency, µM (series often up to 92.2 µM), without a hit: at the top dose activity change, positive = activation, hits mostly activators. actives 0.063% (n = 320,000). AID 504706; further: % of control where 0% means no effect; nearly all actives have a fitted effect of over 45% in size
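H1299 (p53-null), stable ts p53-A138V + BP100-Luc; 1000 cells/well, Opti-MEM/10% FBS; cpd 4 pt, 1:5; 24 h, 37 deg C, 5% CO2; detection reagent 10 min RT; luminescence.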
RORgamma inh: inhibitors of mouse ROR gamma transcriptional activity | Drosophila S2 Gal4-RORgamma UAS-luciferase reporter, 20 h | Potency, µM (series often up to 53.6 µM), inactives show top-dose activity change, negative = inhibition, usual class: inhibitors | actives 5.4% (n = 310,000) | AID 2551; further: on the % scale 0 is the no-effect control and ±100 the full control effect; nearly all actives have a fitted effect of over 60% in size
Target sequence (P51450 whole entry, looked up, the tested form may be a part): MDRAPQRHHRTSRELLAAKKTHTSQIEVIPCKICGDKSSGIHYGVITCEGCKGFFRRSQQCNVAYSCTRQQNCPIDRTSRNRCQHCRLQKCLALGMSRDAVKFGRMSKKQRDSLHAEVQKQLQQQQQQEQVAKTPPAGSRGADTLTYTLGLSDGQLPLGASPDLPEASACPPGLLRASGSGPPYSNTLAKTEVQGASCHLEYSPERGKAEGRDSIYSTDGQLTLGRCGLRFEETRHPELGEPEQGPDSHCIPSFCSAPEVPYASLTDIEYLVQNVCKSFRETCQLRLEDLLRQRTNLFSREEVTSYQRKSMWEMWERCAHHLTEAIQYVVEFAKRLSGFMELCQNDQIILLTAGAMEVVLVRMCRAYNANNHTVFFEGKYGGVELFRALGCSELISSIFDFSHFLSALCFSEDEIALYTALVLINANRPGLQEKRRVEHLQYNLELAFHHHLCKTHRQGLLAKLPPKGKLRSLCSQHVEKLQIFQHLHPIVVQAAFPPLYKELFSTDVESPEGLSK
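ROR gamma transcriptional activity was tracked as Gal4-UAS luciferase output in stably transfected Drosophila Schneider cells, with compound added 1 hr before 700 uM copper sulfate induction and a 20 hr ambient-temperature incubation.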
VP16 counter: Gal4-VP16 reporter inhibition counter-screen; Drosophila S2 Gal4-VP16 UAS-luciferase, luminescence, 20 h; Potency, µM (doses to about 53.6 µM), without a hit: top-dose activity, negative = inhibition, actives largely listed as inhibitors; actives 3.5% (n = 310,000);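 further: Gal4-VP16 expression switched on by copper sulfate through the metallothionein promoter; on the % scale 0 is the no-effect control and ±100 the full control effect; nearly all actives have a fitted effect of over 50% in size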
FLuc counter: counter-screen for miR-21 project: firefly luciferase inhibitors or activators | actives 6.9% (n = 360,000) | Potency, µM (doses to about 57.5 µM), for the others: at the highest dose activity change, negative = inhibition, usual class: inhibitors | purified FLuc, Km substrates, luminescence inhibition;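 further: plate controls were vehicle for no effect and reference inhibitor for full effect; nearly all actives have a fitted effect of over 55% in size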
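Purified P. pyralis luciferase (10nM final) with 10uM D-luciferin and 10uM ATP (Km levels) in 50mM Tris acetate pH 7.5, 10mM Mg acetate, 0.01% Tween-20, 0.05% BSA; qHTS 6-point titration, ~60 µM downward; luminescence read.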
NPC1 promoter act: activators of NPC1 promoter. actives 2.4% (n = 320,000). Huh7 NPC1 promoter luciferase reporter, 24 h. Potency, µM (titrated, usually from 9.22 µM), for inactives: top-dose activation, actives largely listed as activators;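 further: % of control where 0% means no effect; nearly all actives have a fitted effect of over 60% in size; reporter is driven by a mutant NPC1 promoter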
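Huh7 cells stably carrying NPC1 promoter–luciferase, plated in Opti-MEM with 10% FBS for 2 h, were exposed to compound in DMSO for 24 h at 37 °C; luciferase reagent was added for 10 min and luminescence read.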
BRCA1 expr up: BRCA1 expression activation; MCF7-BRCA1-FFLuc reporter, luminescence, 48 h; response scale: scaled: vehicle 0%, 10 µM genistein 100%; actives 1.1% (n = 380,000); Potency, µM (highest dose often 46.1 µM), without a hit: at the highest dose activation, usual class: activators; AID 624202; further: nearly all actives have a fitted effect of over 80% in size; some results filed as inactive show a strong effect at the top dose
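Activators of BRCA1 expression were detected as increased firefly luciferase luminescence in engineered MCF7 cells after 48 h compound incubation. Signals were scaled to genistein 10 microM as full activation.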
uPA generation: blocks generation of uPA at the cell surface; cell surface uPA generation assay, qHTS; actives 0.31% (n = 330,000); Potency, µM (titrated, usually from 38.3 µM), for the others: top-dose activity change, negative = inhibition, actives largely listed as inhibitors; active means well fitted inhibition curve with a large enough effect; inconclusive means small, poorly fitted or top-dose-only effect; inactive means no such curve, though single readings can be large or run the other way; tested in mouse RAW 264.7 cells; further: on the % scale 0 is the no-effect control and ±100 the full control effect; nearly all actives have a fitted effect of over 55% in size
Rab9 prom act: activators of Rab9 promoter; Huh7 Rab9 promoter-luciferase reporter, luminescence, 24 h; Potency, µM (doses to about 9.22 µM), inactives show top-dose activation, negative = inhibition, usual class: activators; actives 2.8% (n = 320,000); AID 485297; further: % of control where 0% means no effect; nearly all actives have a fitted effect of over 60% in size
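Rab9 promoter-driven luciferase in stably transfected Huh7 cells; 1500 cells/well rested 2 h, exposed to compound in DMSO for 24 h at 37 °C, 5% CO2. Luminescence read 10 min after adding luciferase reagent at ambient temperature.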
* hit, by the source's call; ? = inconclusive; / = not tested or not shown; & = joins results of further samples; [ ] = remark or other dose. Unless noted, the call rests on the fitted dose curve; in most records, active means well fitted curve in the direction sought with a large enough effect; inconclusive means small, poorly fitted or top-dose-only effect, or another doubt; inactive means no such curve, though single readings can be large; an effect the other way counts as inactive or inconclusive. Potency means the concentration at half of the fitted maximal effect.

SMILES	ELG1 genotox	MBNL1-CUG inh	CXXC DNA block	p53 reactivator	RORgamma inh	VP16 counter	FLuc counter	NPC1 promoter act	BRCA1 expr up	uPA generation	Rab9 prom act
COCc1cc(N2CCCC2)nc(-c2ccccc2)n1	-1%	-1%	-4%	3%	-7%	-19%	-1%	-2%	26%	-8%	2%
COc1ccc(CNC(=O)CN(C(=O)c2snc(C(N)=O)c2N)c2ccccc2F)cc1	-3%	?	-5%	-9%	21%	5%	3%	0%	-3%	-3%	-4%
C=C(Cl)COc1cc(C)cc2oc(=O)cc(CC)c12	0%	-3%	2%	2%	-8%	-7%	0%	-4%	-13%	4%	2%
CC1=C(C(=O)OCCNC(=O)c2ccccc2O)C(c2ccccc2[N+](=O)[O-])C(C(=O)OCC2CCCO2)=C(C)N1 (configuration not stated)	-17%	1%	4%	2%	?	-12%	-4%	-1%	-78%	-7%	-5%
Cc1cc(N2CCCCC2)nc(SCC(=O)c2ccccc2)n1	6%	-8%	-4%	?	-7%	20%	?	29%	10µM*	-5%	29%
Cc1ccc(NC(=O)c2cc(N3C(=O)CCC3=O)ccc2N2CCCCC2)cc1	-4%	-6%	6%	-2%	-5%	-23%	-1%	-2%	-4%	-2%	1%
O=C(NNC(=S)Nc1ccc(F)cc1)[C@H]1C[C@@H]1c1ccccc1	-2%	-8%	0%	1%	-43%	-20%	-3%	-2%	20%	-2%	-3%
CC(C)C[C@H](NC(=O)c1cc2cc(Cl)ccc2n1C)C(=O)N1CCC[C@H]1C(=O)O	0%	4%	3%	9%	27%	-5%	4%	-3%	-2%	-5%	2%
COc1ccc(NC(=O)CSc2nc3[nH]c(=O)[nH]c(=O)c3s2)cc1OC	5%	9%	-7%	-4%	19%	-17%	-8%	0%	-10%	-1%	5%
S=C(Nc1cccnc1)NC1CCCC1	0%	-2%	11%	23%	1%	-8%	3%	-1%	14%	9%	11%
CCC(=O)Nc1ccc2c(c1)Cc1cc(NC(=O)CC)ccc1-2	?	-7%	42%	3%	-35%	1%	2%	29%	15%	6%	?
CC(C)(C)C1CCc2c(sc(NC(=O)CSc3nnc(-c4ccccc4)o3)c2C#N)C1 (configuration not stated)	-2%	-10%	6%	-2%	?	?	2%	-1%	-7%	-1%	0%
Cc1ccc(NC(=O)CN(C)C(=O)Cc2ccc(Cl)cc2Cl)cc1	-4%	-2%	-1%	-1%	5%	8%	0%	-4%	-10%	3%	-4%
C#CCOc1ccc(Cl)cc1/C=N/O	1%	3%	-5%	-2%	30%	6%	4%	-12%	6%	4%	3%
O=C(Nc1ccc2nn(-c3ccccc3)nc2c1)c1ccco1	?	89%[activator]	-3%	?	?	0%	?	2.8µM*	42%	1%	3.5µM*
Cc1cccc(NS(=O)(=O)c2ccc(C(=O)N3CCC3)cc2)c1C	-2%	/	/	-10%	/	/	1%	0%	0%	-2%	0%
CCOc1cc(CNc2ccc3c(c2)OCCO3)cc(Br)c1OCC(N)=O	4%	2%	41%[activator]	-3%	25%	-9%	-20%	-4%	-57%	-24%	7%
Cc1cc(C)nc(SCC(=O)NCc2ccco2)n1	-1%	13%	-8%	7%	-5%[10 µM]	4%	-7%	0%	-3%	2%	0%
O=[N+]([O-])c1ccc(N/N=C/c2ccc(O)c(O)c2O)c(S(=O)(=O)N2CCOCC2)c1	-1%	?	-6%	-1%	-17%	1%	?	-2%	-34%	0%	-6%
COc1ccc2c(c1)OC(=O)CC2c1cc(OC)c(OC)c(OC)c1 (configuration not stated)	5%	/	/	8%	11%	9%	/	/	-46%	?	/
O=C(NC1CCCC1)C(c1cccnc1)N(C(=O)c1csnn1)c1ccccc1 (configuration not stated)	-3%	-1%	-3%	-1%	-21%	-5%	-1%	0%	-10%	0%	-3%
CCCCN(C)CCCNC(=O)c1cn(CC)c2ccc(S(=O)(=O)N3CCc4ccccc4C3)cc2c1=O	-1%	-6%	1%	11%	12%	-7%	-4%&5%	-9%	0%&-23%	-22%	-10%
Cc1ccc(NC(=O)CCNS(=O)(=O)c2ccc(Br)cc2)cc1S(=O)(=O)N1CCOCC1	-12%	/	/	1%	/	/	9%	-4%	-7%	-3%	-8%
O=C(CCSc1nnc(-c2ccco2)o1)Nc1ccc(F)cc1	-2%	/	?	-6%	29%	-7%	-9%	-3%	-12%	0%	2%
Cc1c(C(=O)N2CCOCC2)c(S(=O)(=O)N2CCN(c3ccc(Cl)cc3)CC2)c(C)n1C	0%[9.26 µM]	-6%	5%	-7%	24%	-5%	1%	2%	19%	-3%	-7%
CNC(=S)N(CCCN(C)C)Cc1cc2cc3c(cc2[nH]c1=O)OCCO3	4%	6%	4%	/	-2%	-12%	1%	-1%	-3%	?	4%
O=[N+]([O-])/C=C1/CCCCCN1	0%	17%	-1%	2%	5%	21%	3%	1%	-7%	2%	-1%
CCn1cc(Cl)c(C(=O)Nc2nccs2)n1	17%	1%	-2%	/	/	/	?	?	62%	0%	?
CC(C)c1ccccc1NC(=O)COc1ccc2c(=O)c(Oc3ccc4ccccc4c3)coc2c1	3%	-10%	17%	17%	?	-12%	3%	0%	/	/	-3%
Cc1ccc(S(=O)(=O)N2CCCC(C(=O)NCCC3=CCCCC3)C2)cc1 (configuration not stated)	-2%	?	-6%	-5%	-7%	1%	7%	-9%	5%	/	-3%
Cc1cccn2c(=O)c3cc(C(=O)NCc4ccco4)c(=N)n(CCc4ccccc4)c3nc12	4%	?	-1%	9%	-5%	-10%	-6%	1%	-10%	-5%	0%
COc1ccc(-c2cn(Cc3cccc(OC)c3)nn2)cc1	-1%	-1%	22%	14%	?	-4%	?	21%	58%	-21%	6%
Cc1ccc(S(=O)(=O)N2CCOCC2)cc1NC(=O)c1cc(-c2ccccn2)nc2ccccc12	-6%	/	-15%	13%	35%	-4%	2%	-1%	-62%	2%	-3%
CC(C)NC(=O)CCCn1cc([N+](=O)[O-])cn1	-2%	5%	1%	1%	5%	-10%	2%	0%	-2%	-3%	2%
CC(C)N1C(=O)CCC1C(=O)N1CCN(c2ccccn2)CC1 (configuration not stated)	0%	12%	11%	0%	-26%	3%	5%	-1%	0%	26%	3%
COc1ccccc1CNC(=O)C(=O)NCC1OCCN1S(=O)(=O)c1cccs1 (configuration not stated)	6%	-7%	-4%	-3%	19%	-2%	2%	1%	-10%	-8%	1%

3 compounds already listed, arranged by their value in NPC1 promoter act, rising.
SMILES	NPC1 promoter act
C=C(Cl)COc1cc(C)cc2oc(=O)cc(CC)c12	-4%
CNC(=S)N(CCCN(C)C)Cc1cc2cc3c(cc2[nH]c1=O)OCCO3	-1%
COc1ccc(NC(=O)CSc2nc3[nH]c(=O)[nH]c(=O)c3s2)cc1OC	0%

Additional compounds follow:
SMILES	ELG1 genotox	MBNL1-CUG inh	CXXC DNA block	p53 reactivator	RORgamma inh	VP16 counter	FLuc counter	NPC1 promoter act	BRCA1 expr up	uPA generation	Rab9 prom act
CN1CCN(c2nc(-c3ccc(Cl)s3)cs2)CC1	15%	21%	-1%	11%	?	6%	17µM*	13%	11%	1%	?
Cc1ccc(C)c(N(CC(=O)NCc2ccco2)C(=O)CCC(=O)Nc2nccs2)c1	-1%	-12%	-13%	8%	-5%	1%	0%	-1%	-5%	-1%	0%
Cc1cc(C)cc(NC(=O)c2oc3ccccc3c2COc2ccccc2)c1	0%	0%	10%	9%	6%	-3%	1%	0%	-15%	-5%	1%
Cc1cc(Cl)ccc1NC(=S)NCCC(c1ccccc1)c1ccccc1	-35%[inhibitor]	1%	11%	-11%	7.1µM*	6.3µM*	1%	-2%	-96%[inhibitor]	8%	-7%
CCc1ccccc1NC(=O)CSc1ccsc1[N+](=O)[O-]	-5%	/	3%	9%	20%[10 µM]	-17%	1%	-9%	-2%	-9%	-5%
Cn1cccc1C(=O)NCCc1ccc(Cl)cc1	?	1%	-16%	23%	?	15%	15µM*	2.8µM*	7.1µM*	11%	2.5µM*
Cc1ccc(-c2cc(C(=O)Nc3ccncc3)c3ccccc3n2)cc1	0%	/	/	6%	/	/	11µM*	-3%	-2%	-6%	0%
Clc1ccc(-c2cc3ccccc3[nH]2)cc1	?	14%	-9%	?	1%	-5%	9.5µM*	?	15%	0%	4µM*
CN(C)S(=O)(=O)c1ccc(Cl)c(NC(=O)COC(=O)/C=C/c2ccc3ccccc3n2)c1	0%	/	/	-2%	/	/	?	-6%	2%	12%	-5%
Cc1nc(Cl)c(Cl)n1CCOc1ccccc1	1%	/	-4%	-3%	-25%	11%	-8%	-1%	1%	-1%	-1%

Some of the compounds tested (hit frequency here may not be typical).
